PABP1 MLLE inh: inhibitors of microRNA-mediated deadenylation, human PABP1 MLLE binding; P11940; GST-MLLE / FITC-PAM2 fluorescence polarization; inhibition, % at 20 µM; AID 588489; actives 0.36% (n = 360,000); in the data active = inhibition above about 35%, passing the limit was not always enough;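 note: plate controls were DMSO wells with GST-MLLE for no effect and wells lacking GST-MLLE protein for full effect; some results filed as inactive read as strong as hits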
CSN inh: inhibitors of human CSN-mediated cullin deneddylation. Q92905. Purified CSN, SCF-Nedd8-OG deneddylation, fluorescence polarization. inhibition, % at 12.5 µM. actives 0.38% (n = 360,000);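 active = pattern-corrected inhibition above about 35%, with an unprinted fluorescence ratio check between 0.5 and 1.5, limit read from the data, passing the limit was not always enough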;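 note: 0% = enzyme with substrate and 100% = substrate without enzyme; some results filed as inactive read as strong as hits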
Target sequence (Q92905 whole entry, looked up, one chain of several): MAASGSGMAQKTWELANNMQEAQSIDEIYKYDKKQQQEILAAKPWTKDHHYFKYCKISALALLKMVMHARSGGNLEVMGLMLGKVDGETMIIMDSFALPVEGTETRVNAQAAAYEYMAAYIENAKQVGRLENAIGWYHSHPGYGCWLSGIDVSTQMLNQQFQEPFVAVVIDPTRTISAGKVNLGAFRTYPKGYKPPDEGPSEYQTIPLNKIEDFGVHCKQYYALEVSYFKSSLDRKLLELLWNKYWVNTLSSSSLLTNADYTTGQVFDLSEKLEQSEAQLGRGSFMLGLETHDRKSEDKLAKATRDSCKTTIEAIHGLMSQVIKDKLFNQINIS
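Test system: Human Csn5 produced in HEK293T cells | Compound: 12.5 µM single point | Times: 90 min, room temperature | Signal: Fluorescence polarization readout | Read-out basis: % inhibition of substrate cleavage by Csn5 | Controls: no-enzyme wells high, enzyme-with-substrate wells low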
eLon inh: inhibitors of E. coli Lon protease | P0A9M0 | purified E. coli Lon protease, fluorescence polarization | inhibition, % at 7.94 µM | actives 0.42% (n = 360,000); in the data active = inhibition above about 13%, passing the limit was not always enough;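 note: 0% = enzyme with probe and DMSO and 100% = no enzyme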
MsrA inh: inhibits bovine methionine sulfoxide reductase A; AID 651718; actives 0.75% (n = 360,000); inhibition, % at 15.5 µM; purified bovine MsrA, absorbance read-out; in the data active = inhibition above about 4.5%;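 note: 0% = vehicle wells with enzyme and 100% = reference inhibitor wells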
Rin1 Abl inh: blocks binding of human Rin1 to Abl; P00519+Q13671; TR-FRET Rin1/Abl binding, biochemical; inhibition, % at 7.35 µM; actives 0.4% (n = 360,000); AID 588664; in the data active = inhibition above about 5%, passing the limit was not always enough
FAS-TE inh: inhibitors of human fatty acid synthase thioesterase domain | P49327 | recombinant FAS-TE, OMFH fluorogenic substrate, fluorescence endpoint | inhibition, % at 15 µM | actives 0.67% (n = 360,000) | AID 602261;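 active = compounds whose normalised, plate-corrected inhibition of enzyme fluorescence in the single-dose primary screen is 50% or more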;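 note: 0% = DMSO with enzyme and 100% = substrate without enzyme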
Neddyl block: inhibitors of human cullin neddylation. calls only at 25 µM. P61081+Q13564. AID 651699. actives 0.58% (n = 360,000). TR-FRET cullin neddylation, biochemical; in the data active = inhibition above about 36%
Target sequence (P61081 whole entry, looked up): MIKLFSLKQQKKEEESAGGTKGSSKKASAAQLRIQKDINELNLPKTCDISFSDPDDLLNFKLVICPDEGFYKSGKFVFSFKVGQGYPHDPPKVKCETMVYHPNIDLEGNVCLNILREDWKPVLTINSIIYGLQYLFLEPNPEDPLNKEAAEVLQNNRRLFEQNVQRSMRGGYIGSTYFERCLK
Target sequence (Q13564 whole entry, looked up): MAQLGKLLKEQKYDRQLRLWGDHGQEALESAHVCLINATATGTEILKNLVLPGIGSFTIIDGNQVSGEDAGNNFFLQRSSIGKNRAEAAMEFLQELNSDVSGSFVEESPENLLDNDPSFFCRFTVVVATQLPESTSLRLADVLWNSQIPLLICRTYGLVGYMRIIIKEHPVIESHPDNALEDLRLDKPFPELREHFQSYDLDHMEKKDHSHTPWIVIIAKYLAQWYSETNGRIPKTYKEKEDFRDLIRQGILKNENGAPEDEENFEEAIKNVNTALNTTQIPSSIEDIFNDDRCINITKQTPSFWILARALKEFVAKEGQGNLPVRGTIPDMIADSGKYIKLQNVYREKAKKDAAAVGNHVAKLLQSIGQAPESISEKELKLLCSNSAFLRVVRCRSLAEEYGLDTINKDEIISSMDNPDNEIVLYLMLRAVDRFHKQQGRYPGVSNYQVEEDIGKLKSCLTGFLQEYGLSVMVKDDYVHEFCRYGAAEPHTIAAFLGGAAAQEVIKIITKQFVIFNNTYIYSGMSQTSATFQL
Tb MetRS inh: Trypanosoma brucei MetRS inhibition | inhibition, % at 11.9 µM | actives 0.4% (n = 360,000) | purified T. brucei MetRS, ATP depletion, Kinase-Glo luminescence;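 active = inhibition above a per-plate cutoff of the control wells' mean inhibition plus 3 SD, cut at about 5.5% in these data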;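 note: 0% = DMSO wells median and 100% = median of wells with control inhibitor compound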
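Material: parasite MetRS enzyme / Replication: singlicate, one well per compound / Signal: luminescence of leftover ATP / Schedule: 2 h aminoacylation at 25 °C after 15 min preincubation / Medium: HEPES-MgCl2-KCl buffer plus DTT, spermine, BSA, pyrophosphatase / Doses: 11.9 µM single point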
bovine MsrA act: activators of bovine methionine sulfoxide reductase A; AID 602163; actives 0.3% (n = 360,000); activation, % at 10.6 µM; purified bovine MsrA, absorbance read-out; in the data active = activation above about 7.5%;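 note: 0% = vehicle and 100% = reference activator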
Active calls of the source: *; i = inactive; nt = not tested or not shown; + = active, no number.

SMILES	PABP1 MLLE inh	CSN inh	eLon inh	MsrA inh	Rin1 Abl inh	FAS-TE inh	Neddyl block	Tb MetRS inh	bovine MsrA act
Cc1ccc(C(=O)N/N=C\c2ccc[nH]2)cn1	-2	2	-6	6.6*	-3	-5	i	0.2	-3
O=S(=O)(NCC1CCCN(Cc2ccccc2)C1)c1cccc2cccnc12 (configuration not stated)	3	-6	8	-0.6	4	-5	i	-0.1	-3
Cc1cc(C)n(S(=O)(=O)Cc2ccccc2)n1	-8	6	3	nt	-1	-9	i	-0.2	-1
C[C@H]1COC(=O)CCCC/C=C\C[C@H](CC(=O)N(CCO)Cc2ccccc2)C(=O)N1	3	1	0	0.0	2	-13	i	-0.3	-2
Cc1ccc(C(=O)N2CCN(c3ccc([N+](=O)[O-])cc3-n3cccc3)CC2)cc1	3	-2	-3	1.9	-6	28	i	-0.5	-2
Cc1ccc(Nc2ncc3c(n2)CC(c2ccco2)CC3=O)c(C)c1 (configuration not stated)	11	-2	-9	0.7	-1	0	i	-0.1	-6
Cc1cc(C(=O)Nc2ncc(C)s2)c2ccccc2n1	8	-7	7	1.5	3	-3	i	0.0	-4
CC(C)(C)n1nc2c(c1NC(=O)Cc1ccc(F)cc1)CS(=O)(=O)C2	12	1	2	-0.3	-3	-1	i	-0.6	-3
Cc1cc(Cl)c2oc(C(=O)N3CCN(c4cccc(C)n4)CC3)c(C)c2c1	5	0	6	-0.8	-2	22	i	-0.5	-3
CN(C[C@H](c1ccccc1)N(C[C@H](Cc1ccccc1)N(CCc1ccccc1)N=O)N=O)N=O	-3	6	7	-0.4	0	22	i	-0.1	-1
CN(NC1OC(=O)c2ccccc21)c1ccc(Cl)cc1[N+](=O)[O-] (configuration not stated)	2	4	-9	2.7	1	-13	i	-0.2	-4
CC(Sc1cccc[n+]1[O-])C(=O)Nc1cccc([N+](=O)[O-])c1 (configuration not stated)	14	-5	6	0.4	1	-4	i	-0.2	-12
CCOC(=O)c1ccc(NC(=O)CSc2nnc(C)n2-c2ccccc2)cc1	-1	5	14*	-0.5	2	-2	i	-0.2	-5
Cc1ccccc1S(=O)(=O)N1C(c2ccc(Cl)c(Cl)c2)CC=C(C(=O)O)C1c1cccc(Br)c1 (configuration not stated)	nt	5	nt	-0.2	nt	nt	i	-0.7	nt
O=[N+]([O-])c1ccc(-n2nncc2-c2ccc(Cl)cc2)cc1	1	1	6	-0.2	-1	33	i	-0.8	-2
Cc1nn(Cc2ccccc2Cl)c2sc(C(=O)Nc3ccccc3N3CCOCC3)cc12	-6	2	2	-0.2	-2	26	i	0.5	0
CS(=O)(=O)N(CC(=O)N/N=C/c1cccc2c1OCCO2)c1ccccc1Br	4	-4	-2	1.1	-4	6	+	0.5	0
OC(CN1CCCCC1)Cn1c2ccc(Cl)cc2c2cc(Cl)ccc21 (configuration not stated)	-3	-3	5	-0.5	-2	-48	i	-0.1	3
CC(C)C(=O)Nc1cccc(S(=O)(=O)c2cccc(NC(=O)C(C)C)c2)c1	-3	-1	-11	-0.2	-1	0	i	-1.5	-11
CN(CC(=O)NCCc1ccc(F)cc1)Cc1ccccc1	-2	-3	-1	-1.4	2	0	i	0.1	0
COc1ccc(NC(=O)CSc2[nH]c(=O)cc(C)c2C#N)cc1OC	1	2	-5	0.5	0	-5	i	0.2	-1
COCCN(CC(=O)Nc1cccc(C)c1C)C(=O)Cc1sc(C)nc1-c1ccc(F)cc1	-5	4	-7	0.3	6	-1	i	0.1	-6
COc1ccccc1CNCC(=O)NCc1ccc(C)cc1	11	-4	9	1.9	1	-10	i	-0.1	-7
COc1cc(C2c3cc4c(cc3C(O)C3COCC23)OCO4)cc(OC)c1OC (configuration not stated)	-1	1	4	1.9	5	1	i	-0.3	-13
COc1ccc(-c2csc(NC(=O)Cc3ccccc3F)n2)c(OC)c1	3	0	-1	1.4	-1	23	i	-0.1	-5
Cc1ccc(S(=O)(=O)N2CCN(C(=O)c3cc(S(=O)(=O)N(C)C)ccc3N3CCCC3)CC2)c(C)c1	2	-5	12	0.1	-1	25	i	0.2	0
O=C(/C=C/c1cccc([N+](=O)[O-])c1)NC(=S)Nc1ccc(CN2CCOCC2)cc1	40*	5	3	-1.5	-1	2	i	-0.2	-2
CN(Cc1ccccc1)C(=O)c1ccc([N+](=O)[O-])o1	28	-2	-1	0.7	0	-5	i	-0.8	-11
CCS(=O)(=O)N1Cc2ccccc2CC1C(=O)N(C)CC(=O)Nc1cccc(F)c1 (configuration not stated)	2	-4	-3	-0.8	4	-4	i	-0.4	-1
CC(=O)Nc1ccc(NC(=O)C2Cc3c(-c4cccc(F)c4)ccnc3O2)cc1 (configuration not stated)	1	4	-7	0.1	-2	-1	i	-0.3	2
CCOC(=O)N1CCC(N(C(=O)Nc2cccc(OC)c2)C(C)CC)CC1 (configuration not stated)	13	-5	-4	-1.0	-2	-4	i	-1.5	-12
CCCn1c(=S)[nH]c2ccccc2c1=O	-39	-1	7	0.3	2	0	i	-0.4	-9
Cc1cc(C)c(C#N)c(SCCS(=O)(=O)c2ccc(Cl)cc2)n1	-1	0	-18	0.8	-4	47	i	0.1	-6
O=C(COC(=O)c1ccc([N+](=O)[O-])o1)NCc1ccccc1	2	1	4	1.1	1	-6	i	-0.4	-7
Cc1ccccc1-n1c(=O)c2c(n3cnnc13)-c1ccccc1CC21CCCCC1	14	5	-9	-0.9	0	-3	i	-1.2	0
Cc1ccc(S(=O)(=O)N2CCOCC2)cc1NC(=O)c1ccncc1	10	-4	-8	-0.2	2	-7	i	-0.1	-7
CCOC(=O)N1CCN(S(=O)(=O)c2cc(C)c(C)cc2C)CC1	1	3	-2	1.6	0	4	i	-0.7	1
Cc1nc2ccccc2c(=O)n1NC(=O)c1cccc([N+](=O)[O-])c1	-3	-7	-5	-0.4	2	-5	i	-0.3	-6
CCOc1ccccc1NC1=C(Cl)C(=O)N(c2ccccc2)C1=O	5	-4	3	0.4	-2	16	i	-0.4	-6
CO/N=C/CC(=O)c1cnc(-c2ccc(Cl)cc2)s1	2	6	-9	0.6	4	-6	i	-0.1	-9
CCN(CC)CCNC(=O)CCN1N=C(c2ccccc2)CCC1=O	7	-1	4	1.2	2	-2	i	-0.4	0
O=C(O)Cc1ccc(S(=O)(=O)Nc2ccccc2C(=O)O)cc1	17	-1	7	-1.1	-2	-3	i	-0.8	-10
S=C(NCc1ccccc1)NCc1ccc(CNC(=S)NCc2ccccc2)cc1	-27	-13	3	-0.5	-2	7	i	0.9	-3
Cc1cc(C(=O)OCC(=O)Nc2cccc(S(=O)(=O)N3CCOCC3)c2)c(C)o1	-26	-3	0	-0.5	-6	6	i	0.1	-2
CC1(C(=O)NS(=O)(=O)Cc2ccccc2)CCN1C(=O)Cc1ccc(-c2ccccc2)cc1 (configuration not stated)	4	0	5	0.1	-6	-3	i	0.3	1
COC1OC(COCc2ccccc2)C(N)C(OCc2ccccc2)C1OCc1ccccc1 (configuration not stated)	8	1	-16	-0.8	3	4	i	-0.5	0
O=C(Cc1csc(Nc2nc(=S)[nH]c3ccccc23)n1)NCCCN1CCN(c2cccc(Cl)c2)CC1	20	5	2	1.8	-4	9	i	-0.2	-1
COc1cc(NC(=O)C2C3C=CC(C3)C2C(=O)O)c(OC)cc1Cl (configuration not stated)	-1	0	2	-1.2	1	-8	i	-0.5	-2

A portion of the results above:
SMILES	PABP1 MLLE inh	CSN inh	eLon inh	MsrA inh	Rin1 Abl inh	FAS-TE inh	Neddyl block	Tb MetRS inh	bovine MsrA act
Cc1ccc(C(=O)N/N=C\c2ccc[nH]2)cn1	-2	2	-6	6.6*	-3	-5	i	0.2	-3
O=S(=O)(NCC1CCCN(Cc2ccccc2)C1)c1cccc2cccnc12 (configuration not stated)	3	-6	8	-0.6	4	-5	i	-0.1	-3
Cc1cc(C)n(S(=O)(=O)Cc2ccccc2)n1	-8	6	3	nt	-1	-9	i	-0.2	-1

Reprinted at random: four entries already listed
SMILES	PABP1 MLLE inh	CSN inh	eLon inh	MsrA inh	Rin1 Abl inh	FAS-TE inh	Neddyl block	Tb MetRS inh	bovine MsrA act
S=C(NCc1ccccc1)NCc1ccc(CNC(=S)NCc2ccccc2)cc1	-27	-13	3	-0.5	-2	7	i	0.9	-3
CCN(CC)CCNC(=O)CCN1N=C(c2ccccc2)CCC1=O	7	-1	4	1.2	2	-2	i	-0.4	0
COc1cc(NC(=O)C2C3C=CC(C3)C2C(=O)O)c(OC)cc1Cl (configuration not stated)	-1	0	2	-1.2	1	-8	i	-0.5	-2
Cc1cc(C(=O)OCC(=O)Nc2cccc(S(=O)(=O)N3CCOCC3)c2)c(C)o1	-26	-3	0	-0.5	-6	6	i	0.1	-2

(listing goes on)
SMILES	PABP1 MLLE inh	CSN inh	eLon inh	MsrA inh	Rin1 Abl inh	FAS-TE inh	Neddyl block	Tb MetRS inh	bovine MsrA act
O=C(c1ccc(S(=O)(=O)N2CCCCCC2)cc1)N1CCC(CN2C(=O)c3cccc4cccc(c34)C2=O)CC1	-17	-5	4	-0.1	3	37	nt	-0.7	3
CCCCCNCc1ccc(Br)cc1	-2	-2	-10	-0.3	1	-11	i	-1.6	-11
CCCCCCN1C[C@H](n2cc(-c3ccc(F)cc3)nn2)[C@@H](O)C[C@@H]1c1ccc(Cl)cc1	-6	2	0	0.0	2	23	i	-0.9	-6
COc1ccc(NC(=O)c2ccccc2F)cc1Cl	7	0	1	0.6	1	-1	i	-0.2	-1
Cc1ccc(S(=O)(=O)N2C[C@@H]3CCCC[C@@H]3[C@@H](C)[C@H]2c2cn(Cc3ccccc3)c3ncccc23)cc1	-18	-2	-5	-0.1	-4	25	i	-1.9	-11
Cc1cc2ccccc2n1CCNC(=O)c1ccccc1	7	2	3	0.3	-6	-8	i	-0.6	-10
CCN(CC)CC(C)OC(=O)c1ccccc1Cl (configuration not stated)	6	-8	-3	-0.2	-4	-4	i	-1.7	-15
COc1ccc(S(=O)(=O)N2CCCC(C(=O)NCc3ccco3)C2)cc1Cl (configuration not stated)	-13	-1	-2	-0.9	2	1	i	0.3	2
Cc1cc(C)c(S(=O)(=O)/N=C2/C=C(Sc3ncn[nH]3)C(=O)c3ccccc32)cc1C	45*	2	9	61*	6	4	i	2.1	14*
CC1(O)CC(c2ccc(Cl)cc2)=NN1C(=O)c1ccc(Cl)cc1 (configuration not stated)	4	3	3	0.9	4	11	i	-1.6	-11
Cc1ccc([C@H]2C(C(=O)O)=CC[C@@H](c3ccc(C)cc3)N2S(=O)(=O)c2ccccc2C)cc1	-6	-1	-5	-0.5	0	-8	i	0.1	-1
CCOC(=O)[C@]12CCC=C1N(Cc1ccc(Cl)cc1Cl)C(=O)[C@H](CC(=O)NCCC(C)C)C2	nt	0	0	0.1	nt	8	i	-0.4	3
Cc1ccnc(N2CCC(C(=O)NCc3ccccc3F)CC2)n1	-5	-7	-3	1.6	4	-8	i	-0.3	-10
COc1ccccc1C(=O)NC(=S)Nc1ccc2[nH]c(=O)[nH]c2c1	7	0	1	0.4	3	-5	i	0.1	0
COc1cccc(NC(=O)Nc2cccn(Cc3ccc(C)cc3)c2=O)c1	-1	8	7	0.6	0	15	i	0.3	-3
FCCCOc1ccc(/C=N/OCc2ccc(Cl)cc2Cl)cc1	-4	-4	-11	1.5	1	20	i	-0.9	0
Cc1ccc(-n2nc3c(=O)n(CC(=O)NCc4cccs4)nc(C)c3c2C)cc1	-2	-3	-5	0.3	2	-6	i	0.2	3
Cc1ccccc1-n1cc(-c2ccc(Br)cc2)nc1SCC(N)=O	16	0	-4	-0.1	-1	14	i	29*	-2
COc1cc(NC(=O)c2n[nH]c(=O)c3ccccc23)cc(OC)c1	-6	0	7	2.5	0	-5	i	-0.1	-2
